# From PubChem
# STEP inh – STEP (human) phosphatase inhibition; P54829; recombinant STEP, OMFP fluorogenic substrate, fluorescence; inhibition, % at 20 µM; 360,000 tested, 0.25% active;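 active means inhibition at 20 µM, scaled per plate between control wells, above about 37%, limit read from the data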;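 further: 0% = DMSO with enzyme and substrate and 100% = substrate only without enzyme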
# Target sequence (P54829 whole entry, looked up): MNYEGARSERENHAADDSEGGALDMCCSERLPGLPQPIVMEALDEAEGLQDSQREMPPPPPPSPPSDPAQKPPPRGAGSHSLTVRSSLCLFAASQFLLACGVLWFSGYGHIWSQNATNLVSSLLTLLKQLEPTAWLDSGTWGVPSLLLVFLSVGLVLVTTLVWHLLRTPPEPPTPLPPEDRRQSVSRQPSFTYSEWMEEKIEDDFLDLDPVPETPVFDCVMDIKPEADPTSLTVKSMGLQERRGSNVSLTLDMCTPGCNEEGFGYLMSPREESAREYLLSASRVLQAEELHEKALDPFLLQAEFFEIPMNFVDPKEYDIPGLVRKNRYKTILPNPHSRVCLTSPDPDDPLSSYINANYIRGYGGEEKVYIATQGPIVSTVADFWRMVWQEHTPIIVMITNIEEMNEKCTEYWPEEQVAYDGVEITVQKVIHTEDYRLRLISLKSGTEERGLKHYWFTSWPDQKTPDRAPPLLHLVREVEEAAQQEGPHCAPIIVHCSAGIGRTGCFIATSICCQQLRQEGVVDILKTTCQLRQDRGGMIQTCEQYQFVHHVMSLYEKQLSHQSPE
#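 System: isolated STEP enzyme; schedule: 20 min enzyme reaction at room temperature, protected from light; medium: Bis-Tris buffer pH 6.0, 2.5 mM DTT, 0.005% Tween 20; signal: fluorescence, 480/540 nm; dosing: single compound dose of 20 µM, 1% DMSO final; also added: OMFP substrate, 25 µM final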
# NadD block – inhibitors of Staphylococcus aureus NadD. purified NadD enzyme, colorimetric absorbance read-out. inhibition, % at 20 µM. 360,000 tested, 0.78% active. AID 602399; in the data active means inhibition above about 26%; further: some compounds past the cut are filed as inactive
# LMPTP block – LMPTP (human) inhibition; P24666; recombinant LMPTP-A, OMFP fluorogenic substrate, fluorescence intensity; inhibition, % at 20 µM; 360,000 tested, 0.22% active;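 active means compounds that cut the enzyme signal by at least half of the control window in the single-dose screen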;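 further: plate controls were DMSO wells with enzyme plus substrate for no effect and substrate without enzyme for full effect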
#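 Test system – LMPTP-A enzyme · Amount – LMPTP-A at 0.625 nM final in the reaction · Buffer or medium – Bis-Tris pH 6.0, DTT, detergent · Reagent – OMFP 400 µM · Doses – single 20 µM dose · Schedule – reaction 50 min, room temperature, dark · Detection – fluorescence intensity of OMFP turnover product · Evaluation – percent inhibition versus substrate-only and uninhibited controls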
# SUMO1-SIM PPI – modulators of human SUMO1-mediated protein-protein interactions. SUMO1 binding to a labelled peptide, TR-FRET, 1 h. inhibition, % at 20 µM. P63165. 360,000 tested, 0.33% active; in the data active means inhibition above about 37%
# DNMT1 block – DNMT1 (human) enzyme inhibition. P26358. DNMT1 molecular beacon, Hinp1I cleavage, fluorescence. inhibition (reported as % activation of signal), % at 10 µM. 360,000 tested, 0.83% active. AID 588458; in the data active means inhibition above about 50%
# Rpn11 block – inhibitors of human proteasome Rpn11; O00487; human 26S proteasome, Ub4-pepOG fluorescence polarization; 20S core pre-blocked with epoxomicin; calls only at 20 µM; 360,000 tested, 0.59% active; AID 588493;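 active means inhibition at 20 µM, scaled to each plate's controls, above about 33%, limit read from the data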
# MsrA inhibitor – bovine MsrA inhibition | purified bovine MsrA, absorbance read-out | inhibition, % at 15.5 µM | 360,000 tested, 0.75% active | AID 651718; in the data active means inhibition above about 4.5%;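 further: 0% = vehicle wells with enzyme and 100% = reference inhibitor wells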
# Scp-1 inhibitor – inhibitors of human Scp-1 phosphatase; Recombinant Scp1, phosphopeptide, malachite green phosphate absorbance; 340,000 tested, 0.88% active; AID 493091; inhibition, % at 20 µM; Q9GZU7;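 active means inhibition above about 50% at 20 µM, limit read from the data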;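 further: plate controls were DMSO wells with enzyme for no effect and wells lacking enzyme for full effect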
# Target sequence (Q9GZU7 76-261 limits assumed): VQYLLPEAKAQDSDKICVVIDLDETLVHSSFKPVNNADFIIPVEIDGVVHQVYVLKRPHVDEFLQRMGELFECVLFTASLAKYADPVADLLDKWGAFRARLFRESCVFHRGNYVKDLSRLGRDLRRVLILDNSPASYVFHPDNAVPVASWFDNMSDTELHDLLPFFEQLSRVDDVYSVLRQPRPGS
#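 Material: truncated SCP-1 phosphatase (76-261aa) / Buffer or medium: 50 mM Tris acetate pH 5.5, 0.005% Tween-20, 10 mM MgCl2 / Compound dosing: one concentration, 20 µM, with 1.0% DMSO / Incubation: 45 min room-temperature reaction, 5 min colour, 30 min stabiliser / Detection: colorimetric free-phosphate detection, absorbance 630 nm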
# CSN deneddyl inh – CSN deneddylation inhibition. Purified CSN, SCF-Nedd8-OG deneddylation, fluorescence polarization. AID 651999. inhibition, % at 12.5 µM. 360,000 tested, 0.38% active;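 active means pattern-corrected inhibition above about 35%, with an unprinted fluorescence ratio check between 0.5 and 1.5, limit read from the data, passing the limit was not always enough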;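 further: 0% = enzyme with substrate and 100% = substrate without enzyme; some results filed as inactive read as strong as hits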
# Target sequence (Q92905 whole entry, looked up, one chain of several): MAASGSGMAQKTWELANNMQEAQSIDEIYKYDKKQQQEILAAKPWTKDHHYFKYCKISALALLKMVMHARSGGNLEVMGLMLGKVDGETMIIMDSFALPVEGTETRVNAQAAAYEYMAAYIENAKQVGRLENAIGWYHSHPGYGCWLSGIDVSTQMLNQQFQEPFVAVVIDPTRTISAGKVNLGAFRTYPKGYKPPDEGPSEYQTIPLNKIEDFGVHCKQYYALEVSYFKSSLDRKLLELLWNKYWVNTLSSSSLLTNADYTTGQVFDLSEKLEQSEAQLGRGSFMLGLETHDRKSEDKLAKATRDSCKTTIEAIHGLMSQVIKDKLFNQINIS
#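 Assay system: HEK293T-derived human Csn5 enzyme; quantity: 0.24 nM enzyme; medium: Tris/NaCl/DTT buffer, pH 7.5; also added: substrate SCFSkp2-Nedd8OG, 10 nM; doses: 12.5 µM compound; schedule: 90 min reaction at room temperature; signal: FP; read-out: % inhibition of substrate cleavage by Csn5; benchmarks: substrate-only high control, full reaction low control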
# TbMetRS inhib – Trypanosoma brucei MetRS inhibition | AID 624268 | purified T. brucei MetRS, ATP depletion, Kinase-Glo luminescence | 360,000 tested, 0.4% active | inhibition, % at 11.9 µM;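 active means inhibition above a per-plate cutoff of the control wells' mean inhibition plus 3 SD, cut at about 5.5% in these data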;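 further: 0% = DMSO wells median and 100% = median of wells with control inhibitor compound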
#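 Material – parasite MetRS enzyme · Medium – HEPES-MgCl2-KCl buffer plus DTT, spermine, BSA, pyrophosphatase · Reagent – ATP, methionine and E. coli bulk tRNA substrates · Times – 15 min enzyme-compound preincubation, 2 h reaction, 10 min detection, 25 °C · Measured by – luminescence of leftover ATP · Evaluation – percent inhibition relative to median high and low control wells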
# Starred values were filed as active, the others as inactive; i = inactive; . = no result given.
SMILES,STEP inh,NadD block,LMPTP block,SUMO1-SIM PPI,DNMT1 block,Rpn11 block,MsrA inhibitor,Scp-1 inhibitor,CSN deneddyl inh,TbMetRS inhib
COC(C[C@@H]1O[C@H]1[C@@H](O)COCc1ccccc1)OC,2,0,-0.6,8,3,i,-0.2,2,5,1.0
Cn1cnnc1SCC(=O)NC(=O)NCc1ccccc1,-1,-1,0.2,-2,5,i,-0.2,1,2,-0.6
Oc1ccccc1-c1nnc(SCCN2CCOCC2)n1Cc1ccccc1,-2,-1,5.3,3,2,i,0.3,-5,-7,0.2
O=C(/C=C/c1ccco1)NC(=S)Nc1nc(-c2ccc(Cl)cc2)cs1,-1,24,2.1,-3,-3,i,0.7,-3,9,1.2
Cc1c(C(=O)Nc2cccnc2)oc2ccc(Br)cc12,1,-6,3.2,6,0,i,-0.6,-2,3,-0.3
C=CCNC(=O)CN1N=C(c2ccc(C)cc2)CCC1=O,2,-3,-2.3,-1,0,i,-0.6,-6,-1,-0.4
O=C(CSc1nc(-c2cccs2)cc(C(F)(F)F)n1)Nc1cc(OCC(F)(F)C(F)F)cc([N+](=O)[O-])c1,0,5,2.3,-8,10,i,1.8,-5,-4,-0.3
O=C(/C=C\c1cccs1)c1c(O)ccc2ccc(=O)oc12,0,-2,-0.2,-7,8,i,5.4*,-13,-6,0.4
Cc1cccc(C(=O)NCCN2CCOCC2)c1[N+](=O)[O-],1,-1,-0.8,1,4,i,-0.3,-2,1,0.6
N#Cc1cccc(C(=O)C(=O)N2CCN(c3ccccc3)CC2)c1,.,.,-0.5,-1,.,.,-0.6,.,-3,0.0
C=CC[C@@H](CC(=O)N[C@@H](CO)Cc1ccccc1)C(=O)N[C@H](COC(=O)[C@@H](CC=C)CC(=O)OC(C)(C)C)Cc1c[nH]c2ccccc12,-2,-6,1.1,2,-22,i,-0.1,-14,-4,-0.4
O=C(Nc1c2c(nn1-c1ccc(F)cc1)CS(=O)C2)c1ccc(S(=O)(=O)N2CCOCC2)cc1 (configuration not stated),-1,-4,-0.3,1,-2,i,-0.6,-8,8,-0.8
O=C(O)C1=C[C@H](c2ccc(Br)cc2)C[C@H](OCc2ccc(CO)cc2)O1,2,-6,-1.8,4,3,i,-1.4,1,6,-0.4
N#CC1(NC(=O)CN2CCc3ccccc3C2)CCCC1,-2,-5,-1.1,-3,-1,i,-1.0,-3,1,-0.2
COc1ccc2nc(NC(=O)Nc3cccc4ccccc34)sc2c1,-1,5,0.6,-4,13,i,1.5,-14,-1,-0.6
CCOCCn1c(=O)c2c(nc3n2CCCN3CCc2ccccc2)n(C)c1=O,-1,-5,-0.7,16,1,i,0.3,8,0,-0.8
COCCNC(=O)C1(C)CCN(Cc2cccc(Oc3ccccc3)c2)C1 (configuration not stated),-1,-1,-1.1,4,-4,i,0.5,.,-2,-0.1
CCOC(=O)[C@]12CCCC=C1N(CCC1=CCCCC1)C(=O)[C@H](CC(=O)N1CCN(C(=O)c3ccco3)CC1)C2,.,.,-1.0,-4,.,.,1.3,.,-3,-0.5
C1CCC(NC2=NCCO2)CC1,-3,-4,-1.6,3,0,i,-1.4,.,4,-0.3
CC(C)c1nnc(NC(=O)CCC(=O)Nc2ccc(F)cc2)s1,-2,1,-1.4,-3,-1,i,-0.8,-13,4,-0.7

# Single records, from the list above:
# Entry for C1CCC(NC2=NCCO2)CC1 = STEP inh: -3; NadD block: -4; LMPTP block: -1.6; SUMO1-SIM PPI: 3; DNMT1 block: 0; Rpn11 block: i; MsrA inhibitor: -1.4; Scp-1 inhibitor: .; CSN deneddyl inh: 4; TbMetRS inhib: -0.3
# Entry for CC(C)c1nnc(NC(=O)CCC(=O)Nc2ccc(F)cc2)s1 = STEP inh: -2; NadD block: 1; LMPTP block: -1.4; SUMO1-SIM PPI: -3; DNMT1 block: -1; Rpn11 block: i; MsrA inhibitor: -0.8; Scp-1 inhibitor: -13; CSN deneddyl inh: 4; TbMetRS inhib: -0.7

# The listing picks up, repeating the two entries before the break.
SMILES,STEP inh,NadD block,LMPTP block,SUMO1-SIM PPI,DNMT1 block,Rpn11 block,MsrA inhibitor,Scp-1 inhibitor,CSN deneddyl inh,TbMetRS inhib
C1CCC(NC2=NCCO2)CC1,-3,-4,-1.6,3,0,i,-1.4,.,4,-0.3
CC(C)c1nnc(NC(=O)CCC(=O)Nc2ccc(F)cc2)s1,-2,1,-1.4,-3,-1,i,-0.8,-13,4,-0.7
COC(=O)c1ccc(COc2ccc3c(C)c(C)c(=O)oc3c2)o1,-1,-6,0.6,-17,4,i,0.6,20,11,-0.5
COC(=O)Nc1nc(C)c(C(=O)c2ccccc2)s1,0,-1,-0.2,-7,1,i,2.3,-6,-1,-0.1
Cc1cc(C(=O)NN=C2CCCCCCC2)c2ccccc2n1,0,9,1.2,3,0,i,-0.2,-4,2,-0.2
COc1cc(NS(=O)(=O)c2cc(C(=O)NCCc3ccccn3)ccc2OC)cc(OC)c1,3,0,-0.6,-2,0,i,0.1,-7,-3,-0.1
CCOc1ccc(NC(=O)CN(C)C(=O)/C=C/c2ccc(S(=O)(=O)N3CCCCCC3)cc2)cc1OCC,-2,-3,-0.5,1,8,i,1.0,-2,1,-0.4
CSCCC(NC(=O)c1ccco1)C(=O)OCc1cc([N+](=O)[O-])cc2c1OCOC2 (configuration not stated),2,0,0.5,-13,0,i,0.2,13,4,-0.6
N=C1C(c2nc3ccccc3s2)=C(O)CN1NC(=O)c1ccccc1[N+](=O)[O-],2,5,6.8,1,12,i,0.5,16,-5,-0.1
CCC(C(=O)OCC(=O)Nc1c(C)nn(-c2ccccc2)c1C)c1ccccc1 (configuration not stated),-3,-8,-0.8,1,1,i,0.1,1,5,-0.6
Cc1cc(NC(=O)COC(=O)CCn2c(C)csc2=O)c([N+](=O)[O-])cc1C,-2,-10,-0.3,-22,-1,i,0.0,.,0,-0.2
CCC(=O)Nc1c(-c2ccc(Cl)cc2)c(=O)c2ccccc2n1C,-2,-1,-1.3,1,6,i,2.4,3,-3,-1.8
CC1=C([N+](=O)[O-])C(c2ccccc2)C2=C(N1)c1ccccc1C2=O (configuration not stated),5,11,5.0,-28,-19,i,1.9,-25,2,-0.1
CC1(C(=O)NCc2ccccc2)CN(S(C)(=O)=O)CC(=O)N1CC(F)(F)F (configuration not stated),.,.,-0.7,1,.,.,-0.7,.,2,0.0
O=C(NCc1ccccn1)C1CCN(S(=O)(=O)c2ccccc2F)CC1,-2,3,-1.3,3,4,i,-0.8,-2,1,-0.3
CC(=O)C[C@H](O)CC(=O)[C@@H]1OC(=O)CCCCCCc2ccccc21,0,-3,-0.3,7,7,i,-0.1,0,7,-0.2
CC(C)n1nnnc1SCC(=O)N1N=C(c2cccs2)CC1c1cccs1 (configuration not stated),-2,-9,-0.9,-18,0,i,1.1,-10,-4,-0.4
c1coc(-c2nnc3sc(Cc4cccs4)nn23)c1,4,2,26,19,67*,i,0.7,86*,35*,-0.9
CNS(=O)(=O)c1cccc(C(=O)NCC(c2ccco2)N(C)C)c1 (configuration not stated),-1,-2,-1.9,3,5,i,-0.3,1,4,0.0
COc1ccccc1N(C)S(=O)(=O)c1ccc(C)c(C(=O)NC(C)c2ccccn2)c1 (configuration not stated),-1,2,-1.3,7,-4,i,0.1,2,-2,-0.4
CCOP(=O)(OCC)C(NC(=O)Nc1ccc(Cl)c(Cl)c1)c1ccccc1 (configuration not stated),-1,-11,1.8,-2,0,i,0.3,-18,-3,0.6
CC(C)CCOP(=O)(c1ccc(N(C)C)cc1)C(O)c1ccccc1F (configuration not stated),6,2,0.4,0,-2,i,-0.4,-8,-2,0.1

# 5 compounds from above, showing only NadD block:
mol | NadD block
CC(C)c1nnc(NC(=O)CCC(=O)Nc2ccc(F)cc2)s1 | 1
C=CCNC(=O)CN1N=C(c2ccc(C)cc2)CCC1=O | -3
O=C(Nc1c2c(nn1-c1ccc(F)cc1)CS(=O)C2)c1ccc(S(=O)(=O)N2CCOCC2)cc1 (configuration not stated) | -4
Cc1cccc(C(=O)NCCN2CCOCC2)c1[N+](=O)[O-] | -1
COCCNC(=O)C1(C)CCN(Cc2cccc(Oc3ccccc3)c2)C1 (configuration not stated) | -1

# More records follow.
SMILES,STEP inh,NadD block,LMPTP block,SUMO1-SIM PPI,DNMT1 block,Rpn11 block,MsrA inhibitor,Scp-1 inhibitor,CSN deneddyl inh,TbMetRS inhib
COc1cc(/C=N/NC(=O)CC2(C)OCCO2)cc(Br)c1O,-3,-2,-3.7,-4,-1,i,3.6,-6,2,-0.5
CCOc1ccc(NC(=O)c2ccc3c(=O)n4c(nc3c2)CCCCC4)cc1,0,1,-0.1,7,-2,i,-0.5,-1,-2,0.2
Cc1ccccc1-n1nc2c(c1NC(=O)c1ccc3c(c1)OCO3)CS(=O)(=O)C2,-1,-1,-1.4,-3,-2,i,-0.3,-8,0,-0.2
CNC(=O)c1ccccc1NC(=O)C1CC(=O)N(c2ccc(OC)cc2)C1 (configuration not stated),0,1,-0.4,0,1,i,-0.7,-2,-4,0.3
O=C(c1ccco1)N1CCN(Cc2cc(=O)c(OCc3ccc(F)cc3)co2)CC1,0,-1,-0.4,2,2,i,0.2,-5,19,-0.2
Cc1ccc(-n2nnnc2-c2cnc3ccc(Cl)cc3c2-c2ccccc2)cc1,-1,14,4.2,-4,-6,i,1.5,0,-1,-0.5
CCCc1cc(=O)n2[nH]c(NCc3ccccc3Cl)nc2n1,-2,9,-0.5,-6,-1,i,1.7,-6,-4,-0.1
COc1ccc(NC(=O)C2CC(c3ccccc3Cl)=NO2)cc1 (configuration not stated),-4,-5,-0.3,6,-2,i,0.8,-10,-3,0.1
O=C(O)c1c(-c2ccccc2)nnc2ccccc12,-3,-5,-2.1,-11,0,i,0.2,-13,1,-0.7
COCc1cc(C)nc2sc(C(=O)Nc3ccccc3Br)c(N)c12,1,-3,2.4,-18,0,i,-0.2,-10,2,-0.3
COc1ccc(NC(C)=O)cc1NC(=O)CSc1nnc(-c2ccccc2)n1N,5,-3,-2.7,-1,-3,i,-0.5,-8,-7,-0.1
NC(=O)[C@@H]1CCCNc2c(I)cc([N+](=O)[O-])cc2C(=O)N[C@@H](Cc2ccccc2)C(=O)N[C@@H](Cc2cnc[nH]2)C(=O)N1,-2,5,-1.0,-24,13,i,0.8,-3,1,-0.5
